S3 lipid droplet = qHTS Assay for Lipid Storage Modulators in Drosophila S3 Cells | 320,000 compounds, 0.64% hits | Drosophila S3 cells, BODIPY lipid droplet fluorescence, 18-24 h; cells fed with added oleic acid | Potency in µM for hits, for the others lipid storage change, negative = inhibition, % at the top dose, mostly 46.1 µM; active = well fitted inhibition curve with a large enough effect in the signal ratio, with a control signal flat, not every such curve was filed as active; inconclusive = small, poorly fitted or top-dose-only effect, or effect the other way, or a change in a side signal; the % refers to the signal ratio
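Laser-scanning cytometry quantifies lipid droplet accumulation (500–530 nm total intensity; droplet/cell object ratio) in oleic acid-fed (400 uM added) Drosophila S3 cells treated with a concentration series. 20 uM Triacsin C defined 100% inhibition.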
S3 lipid droplet cell count max = also measured in S3 lipid droplet; calls as there; cell number change, %; measured here: cell count max response;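 cells counted by Cell Tracker Red CMTPX staining in the red channel; peak over a dose series mostly up to 46.1 µM; percent activity relative to internal control wells on each plate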
An asterisk follows results filed as active; i = inactive; ? = inconclusive; nt = no result given. % is scaled to controls: 0 for no effect and ±100 for the full control effect; potency is read from the fitted curve at half-maximal effect. Some of the compounds tested (hit frequency here may not be typical).

SMILES	S3 lipid droplet	S3 lipid droplet cell count max
Cc1cccc(C(=O)Nc2ccc(O)c3c(=O)cc(-c4ccccc4Cl)oc23)c1	?	nt
O=C(NCCc1ccccc1)C(=O)NCC1CCCO1 (stereo not given)	?	nt
O=C(NCc1ccccn1)C(=O)C1C(=O)Nc2ccccc21 (stereo not given)	0.4%	21.0
NS(=O)(=O)c1ccc(N2N=C(c3ccc(Br)cc3)CC2c2ccc(F)cc2)cc1 (stereo not given)	?	nt
c1ccc(Oc2cc(-c3ccccc3)nc(-c3ccccc3)n2)cc1	14.3%	-4.5
COc1ccccc1NS(=O)(=O)c1c(C)[nH]c(C)c1C(=O)N1CCCC1	?	nt
Nc1c(Br)c(=O)[nH]c(=O)n1-c1ccccc1	?	nt
COc1ccc(CNC(=O)Cc2cccs2)cc1	?	nt
O=C(COc1cccc(Br)c1)NN=C1c2ccccc2-c2ccccc21	?	nt
CC(NC(=O)C1CCCN1C(=O)OCc1ccccc1)c1ccccc1 (stereo not given)	?	nt
O=C(CC12CC3CC(CC(C3)C1)C2)NCc1ccco1	-15.1%	-19.8
O=C(Nc1ccc(N2CCN(Cc3ccccc3)CC2)cc1)c1ccco1	1.5%	12.8
COc1ccc(/C(O)=C2/C(=O)C(=O)N(CCN(C)C)C2c2ccc(OC)c(OC)c2)c(C)c1 (stereo not given)	i	16.5
COc1cc(/C=C2\SC(=S)N(N(C)c3ccccc3)C2=O)ccc1O	-23.6%	nt
Cc1ccc(N(CC(=O)N2CCCCCC2)S(C)(=O)=O)cc1Cl	-3.9%	21.5
Cc1cccc(NC(=S)Nc2ccc3cn[nH]c3c2)c1	3.1%	27.8
Cc1ccc(N2C(=O)CC(c3ccsc3)C3=C2CC(C)(C)CC3=O)cc1 (stereo not given)	?	nt
Cc1ccc(N2CCN(S(=O)(=O)c3ccc4c(c3)oc(=O)n4C)CC2C)cc1 (stereo not given)	?	nt
O=C(N/N=C/c1ccccn1)c1ccc(N/N=C/c2ccccn2)cc1	?	nt
CCN(CC(=O)NCc1ccc(F)cc1)C(=O)Cc1ccc(OC)cc1	?	nt
CCOCc1c(C(=O)OCC(=O)Nc2ccccc2C(N)=O)oc2ccccc12	?	nt
COc1cc(OC)c(NC(=O)CCc2nc(-c3cccs3)no2)cc1Cl	?	nt
CN1C(=O)Cc2cc(S(=O)(=O)Nc3ccc(Cl)cc3)ccc21	6.3%	0.4
CCOc1ccc2nc(NC(NC(=O)CC)(C(=O)OC)C(F)(F)F)sc2c1 (stereo not given)	?	nt
COc1cccc(C(=O)NN2c3ccccc3CCc3ccccc32)c1	-10.0%	2.8
CCCCC(CC)C(=O)Nc1cc(=O)[nH]c2nc3ccccc3n12 (stereo not given)	i	nt
NC(=O)COc1ccc2oc(=O)cc(-c3cc4ccccc4o3)c2c1	?	nt
CCN(CC)c1ccc(/C=N/NC(=O)c2c[nH]c3ccccc23)cc1	?	nt
Cc1cc(C)n(CC(=O)N2CCCC(N3CCN(Cc4ccc5c(c4)OCO5)CC3)C2)n1 (stereo not given)	-10.3%	12.1
O=C(O)CCc1ccc(-c2cccs2)n1NC(=O)c1ccccc1Br	?	nt
Cc1ccc(OCC(=O)NNC(=O)c2cc3ccccc3o2)cc1C	-10.4%	2.4
Cc1ccc(NC(=O)C2CCN(S(=O)(=O)c3cccc4nonc34)CC2)cc1	?	nt
CC(=O)Nc1ccc(S(=O)(=O)NCC2CCC(C(=O)N3CCN(c4ccccn4)CC3)CC2)cc1 (stereo not given)	2.3%	-6.4
Cc1coc2cc3oc(=O)c(CC(=O)N(C)CC(=O)O)c(C)c3cc12	i	18.0
CCOc1nnnc2c1sc1nc(N3CCOCC3)c3c(c12)CCCC3	?	nt
Cc1[nH]n(-c2ccccc2)c(=S)c1C=Nc1ccc([N+](=O)[O-])cc1	?	nt
CCN=C(Nc1cccc(F)c1)SC1CC(=O)N(c2ccc(OC)cc2)C1=O (stereo not given)	?	nt
CC1(C)NC(=O)N(CCOCCOc2ccccc2-c2ccccc2)C1=O	-1.8%	7.7
CCOc1ccc(N=C2NC(=O)SC2CC(=O)OC)cc1 (stereo not given)	7.1%	14.1
CCOC(=O)C1CCCN(C(=O)c2cc(S(=O)(=O)N3CCCCC3)ccc2C)C1 (stereo not given)	4.1%	15.8
CC(C)CNS(=O)(=O)c1ccc(CCC(=O)N2CCN(Cc3ccccc3)CC2)cc1	i	nt
COc1ccc(C(=O)NC(=S)NCc2cccnc2)cc1OC	17.2%	-2.5
C/C(=N\NS(=O)(=O)c1ccccc1)c1cccc(NC(=O)c2cccc(Cl)c2)c1	?	nt
CCOc1ccc(NS(=O)(=O)c2ccc(OCC(=O)NCc3ccncc3)cc2)cc1	?	nt
CN(C)C(=O)CSc1nnc(Cc2ccc([N+](=O)[O-])cc2)o1	1.8%	-8.4
CCC(Oc1ccccc1)C(=O)Nc1ccc(S(=O)(=O)Nc2cnc3ccccc3n2)cc1 (stereo not given)	?	nt
COC(=O)c1sccc1NC(=O)c1ccoc1C	25.8%	-4.3
COC(=O)c1sc(NC(=O)c2ccncc2)nc1C	1.7%	18.7

Of the compounds above, these contain fluorine.
SMILES	S3 lipid droplet	S3 lipid droplet cell count max
NS(=O)(=O)c1ccc(N2N=C(c3ccc(Br)cc3)CC2c2ccc(F)cc2)cc1 (stereo not given)	?	nt
CCN(CC(=O)NCc1ccc(F)cc1)C(=O)Cc1ccc(OC)cc1	?	nt
CCOc1ccc2nc(NC(NC(=O)CC)(C(=O)OC)C(F)(F)F)sc2c1 (stereo not given)	?	nt
CCN=C(Nc1cccc(F)c1)SC1CC(=O)N(c2ccc(OC)cc2)C1=O (stereo not given)	?	nt

(cont.)
SMILES	S3 lipid droplet	S3 lipid droplet cell count max
Cc1ccc(S(=O)(=O)NCC(=O)OCc2cc(=O)oc3c(C)c(C)ccc23)cc1C	13.6%	11.5
NC(N)=NC(N)=Nc1cccc(Cl)c1	-7.9%	2.5
CCn1c(-c2nonc2NC(=O)c2ccccc2)nc2ccccc21	13.5%	nt
Clc1ccc(C2CC(c3cccs3)n3ncnc3N2)cc1 (stereo not given)	18.5%	4.8
O=C1CN(S(=O)(=O)c2cccc(C(=O)O)c2)c2ccccc2N1	?	nt
N#C/C=C(/N)N1CCN(c2ccc(Cl)c(Cl)c2)CC1	i	nt
CC1(C)CC(CC(=O)Nc2nccs2)(c2ccccc2)CCO1 (stereo not given)	8.2%	5.2
O=C(C1CCC1)N1CCN(S(=O)(=O)c2ccccc2)CC1	?	nt
CCCCn1c(N)c(N(CCC)C(=O)C2CCCC2)c(=O)[nH]c1=O	-8.0%	-7.8
CCCCSc1nnc(-c2ccccc2N)c(=O)[nH]1	0.1%	2.1
CC(=O)Nc1ccc(S(=O)(=O)N(C)CC(=O)OCC(=O)N2CC(C)OC(C)C2)cc1 (stereo not given)	8.7%	-4.4
COc1cc(NS(=O)(=O)c2ccc(NC(=S)NC(=O)c3ccc(Br)cc3)cc2)ncn1	?	nt
COc1ccc(CNC(=O)c2cc(=O)c3cc(C)c(C)cc3o2)cc1	25.0%	22.5
CCCC(=O)Nc1sc(C)c(-c2ccc(C(C)CC)cc2)c1C#N (stereo not given)	?	nt
CCc1nc2ccccc2c(=O)n1NC(=O)c1c(O)c2ccccc2[nH]c1=O	12.3%	-13.5
Cc1ccc(NC(=O)CSc2nnnn2C2CCCC2)cc1S(=O)(=O)N1CCOCC1	?	nt
COCc1nn2c(N)c(C#N)cnc2c1-c1ccccc1	i	-10.1
O=C(CN1C(=O)CSc2ccc(S(=O)(=O)N3CCOCC3)cc21)NCc1ccc(F)cc1	?	nt
COc1ccccc1CC(=O)Nc1cccc2c1CCCC2	8.4%	nt
O=C(CCNC(=O)c1ccccc1Cl)Nc1ccc2c(c1)OCO2	i	25.6
COc1ccc(Cl)cc1NC(=O)CN(C)S(=O)(=O)c1cccs1	?	nt
Cc1ccc(C(=O)O)c(C(=O)Nc2nc(C)cs2)c1	?	nt
C=CCOc1ccc(C2NC(=S)NC(c3ccccc3)=C2C(C)=O)cc1OC (stereo not given)	15.7%	2.7
CN(C)c1cccc2c(C=C(C#N)C#N)ccc(N(C)C)c12	?	nt
COCc1cc(C)nc2sc(C(=O)OC(C)C)c(N)c12	?	nt
Cc1ccc(C)n1-c1sccc1C(=O)O	?	nt
CCOC(=O)N1CCC(Nc2c(N3CCN(c4cccc(C(F)(F)F)c4)CC3)c(=O)c2=O)CC1	?	nt
COC(=O)c1[nH]c2cc(OC)ccc2c1NC(=O)c1ccc2c(c1)OCO2	-11.6%	-12.7
COc1cc(/C=C2\CCCc3c2nc2ccccc2c3C(=O)O)cc([N+](=O)[O-])c1O	i	-3.8
Cc1cc(NC(=O)c2oc3ccccc3c2C)ccc1-n1cnnn1	?	nt
CSc1ccccc1C(=O)N1CCN(S(=O)(=O)c2sc(C(=O)O)c(C)c2C(=O)O)CC1	6.8%	11.0
O=C1CSC(c2cccc(F)c2)N1c1c(F)cccc1F (stereo not given)	i	12.0
COC(=O)CN1C(=O)COc2ccc(S(=O)(=O)N3CCCCCC3)cc21	?	nt
C/C(=N/N=C1/NC(=O)CC(C(=O)Nc2ccccc2)S1)c1cccs1 (stereo not given)	0.8%	1.1
Cn1c(-c2c(N)n(CCc3ccccc3)c3nc4ccccc4nc23)nc2ccccc21	?	nt
CSc1c(CC(=O)Nc2ccccc2)n(C)c2ccccc12	?	nt
COc1cc(NC(=O)CCNS(=O)(=O)c2cc(Br)cnc2N)cc(OC)c1	-6.2%	nt
CC(C)[C@H](NC(=O)c1ccccc1)C(=O)OCC(=O)N1CC(=O)Nc2ccccc21	21.3%	7.7
CCOC(=O)c1ccccc1NC(=S)N1CCCCC1	?	nt
CCN(CC)C(=O)C12CC3CC(CC(Br)(C3)C1)C2	?	nt
COc1cc(C(c2nnnn2C(C)(C)C)N2CCN(c3nc4ccccc4s3)CC2)ccc1O (stereo not given)	?	nt
CN(C)S(=O)(=O)N1CCN(C(=O)c2ccccc2Cl)CC1	i	nt
COc1ccc(-c2nn(-c3ccccc3)cc2C#N)cc1	?	nt
CN(C)Cc1nc2c([nH]1)c(=O)n(C)c(=O)n2C	?	nt
CCCCN(CC)CCCNC(=O)c1ccc2c(c1)N(CC)C(=O)c1ccccc1S2(=O)=O	10.5%	8.0
COc1cccc2sc(Nc3nnc(-c4cccs4)o3)nc12	?	nt
O=C(CN1C(=O)c2ccccc2S1(=O)=O)NCc1c(F)cccc1F	?	nt
CCN(CC)CC1C(=O)N(c2ccc(OC)cc2)C1c1ccccc1 (stereo not given)	5.9%	11.8
CCNC(=S)Nc1cccc(Cl)c1C	?	nt
Cc1cc(C(=O)Nn2c(-c3ccc(Br)cc3)nc3ccccc3c2=O)ccc1[N+](=O)[O-]	18.2%	0.1
Clc1cccc(CN2C3=NCCCN3c3ccccc32)c1	-2.9%	19.1
CCOC(=O)c1cc2ccccc2nc1C	-2.3%	5.8
CCC(C)NC(=O)C1CCCCN1S(=O)(=O)c1ccc(F)cc1 (stereo not given)	?	nt
CCC(=O)Nc1c(C)nn(-c2ccc(C)c(C)c2)c1C	?	nt
CCOc1ccccc1NC(=O)CN1C(=O)COc2ccc(C)cc21	-0.2%	-1.7
COC(=O)c1ccccc1C(=O)c1cccc2ccccc12	?	nt
C#CCOCCOCCOCCNc1nc(N2CCN(C(=O)C(Cc3ccc(O)cc3)n3cc(C(N)CC(C)C)nn3)CC2)nc(N2CCN(C(=O)C(Cc3cc4ccccc4[nH]3)n3cc(C(N)Cc4ccc(O)cc4)nn3)CC2)n1 (stereo not given)	-0.8%	2.1
Cc1c(C(=O)N(Cc2ccccc2)C2CCS(=O)(=O)C2)oc2ccccc12 (stereo not given)	23.8%	19.0
CCC(c1nnc(SCC(=O)Nc2ccc(C(=O)N(C)C)cc2)n1Cc1ccccc1)N(C)C (stereo not given)	-2.9%	-1.7
O=C(Nc1ccc(F)cc1)C1CCCN(c2cnccn2)C1 (stereo not given)	i	2.1

Carrying on.
SMILES	S3 lipid droplet	S3 lipid droplet cell count max
COc1ccc(-c2csc(C)n2)cc1OC	?	nt
Cc1onc(-c2ccccc2)c1C(=O)NC(C)CCc1ccccc1 (stereo not given)	?	nt
O=C(NCCCc1ccccc1)c1cncc(Br)c1	i	9.7
Cc1ccc(S(=O)(=O)NCc2cccnc2)s1	i	nt
CCOC(=O)C1CCCN(C(=O)/C=C/c2cccc([N+](=O)[O-])c2)C1 (stereo not given)	-21.4%	-15.2
Cc1ccc(-c2nc3ccccc3[nH]2)cc1N	?	nt
Cc1ccc(-n2nc(C)c3c(C)c(CCC(=O)NC(C)c4ccccc4)c(C)nc32)cc1 (stereo not given)	0.9%	12.7

Grouped by structure: those above containing a COOH group.
SMILES	S3 lipid droplet	S3 lipid droplet cell count max
O=C(O)CCc1ccc(-c2cccs2)n1NC(=O)c1ccccc1Br	?	nt
Cc1coc2cc3oc(=O)c(CC(=O)N(C)CC(=O)O)c(C)c3cc12	i	18.0
O=C1CN(S(=O)(=O)c2cccc(C(=O)O)c2)c2ccccc2N1	?	nt
Cc1ccc(C(=O)O)c(C(=O)Nc2nc(C)cs2)c1	?	nt
Cc1ccc(C)n1-c1sccc1C(=O)O	?	nt
COc1cc(/C=C2\CCCc3c2nc2ccccc2c3C(=O)O)cc([N+](=O)[O-])c1O	i	-3.8
CSc1ccccc1C(=O)N1CCN(S(=O)(=O)c2sc(C(=O)O)c(C)c2C(=O)O)CC1	6.8%	11.0

Bioassay records as filed in PubChem.
